aSyn yeast inh – qHTS of alpha-syn Inhibitors | Yeast expressing alpha-synuclein, growth rescue, BacTiter-Glo, 24 h | Potency, µM (highest dose often 46.1 µM), inactives show top-dose growth rescue (activation), hits mostly activators | 370,000 tested, 0.14% active | AID 652106, 2013; also: potency is read from the fitted curve at half-maximal effect; % of control where 0% means no effect; nearly all actives have a fitted effect of over 65% in size
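Galactose-induced alpha-syn yeast (OD600=0.02, raffinose-pregrown) + pinned cpd, 24 hr, 30 deg C; growth by BacTiter-Glo luminescence. Growth restoration scores as activation.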
DRD3 agonist – qHTS of D3 Dopamine Receptor Agonist: qHTS | D3R DiscoveRx beta-arrestin cells, luminescence, 90 min | AID 652048, 2013 | 410,000 tested, 0.58% active | max activation, % | D(3) dopamine receptor (Homo sapiens), P35462; in the data active = max activation above about 30%; also: 0% is about no effect; mostly tested at two doses, the higher about 12 µM
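Agonist mode: compounds and dopamine controls were applied to plated cells for 90 min at 37 degrees C after an overnight attachment at 1500 cells/well. Luminescent read-out followed 30 - 60 minutes at room temperature with DiscoveRx detection reagent.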
EPAC2 antagonist – qHTS for Antagonist of cAMP-regulated guanine nucleotide exchange factor 2 (EPAC2): primary screen; 360,000 tested, 0.18% active; Rap guanine nucleotide exchange factor 4 (Homo sapiens), Q8WZA2; EPAC2 GEF exchange of Rap1B-BODIPY-GDP, fluorescence; Potency, µM (titrated, usually from 114 µM), for the others: top-dose activity, negative = inhibition, hits mostly inhibitors; also: potency is read from the fitted curve at half-maximal effect; % is scaled to controls: 0 for no effect and ±100 for the full control effect; nearly all actives have a fitted effect of over 45% in size; many of its hits are not listed in these tables
Target sequence (Q8WZA2 whole entry, looked up): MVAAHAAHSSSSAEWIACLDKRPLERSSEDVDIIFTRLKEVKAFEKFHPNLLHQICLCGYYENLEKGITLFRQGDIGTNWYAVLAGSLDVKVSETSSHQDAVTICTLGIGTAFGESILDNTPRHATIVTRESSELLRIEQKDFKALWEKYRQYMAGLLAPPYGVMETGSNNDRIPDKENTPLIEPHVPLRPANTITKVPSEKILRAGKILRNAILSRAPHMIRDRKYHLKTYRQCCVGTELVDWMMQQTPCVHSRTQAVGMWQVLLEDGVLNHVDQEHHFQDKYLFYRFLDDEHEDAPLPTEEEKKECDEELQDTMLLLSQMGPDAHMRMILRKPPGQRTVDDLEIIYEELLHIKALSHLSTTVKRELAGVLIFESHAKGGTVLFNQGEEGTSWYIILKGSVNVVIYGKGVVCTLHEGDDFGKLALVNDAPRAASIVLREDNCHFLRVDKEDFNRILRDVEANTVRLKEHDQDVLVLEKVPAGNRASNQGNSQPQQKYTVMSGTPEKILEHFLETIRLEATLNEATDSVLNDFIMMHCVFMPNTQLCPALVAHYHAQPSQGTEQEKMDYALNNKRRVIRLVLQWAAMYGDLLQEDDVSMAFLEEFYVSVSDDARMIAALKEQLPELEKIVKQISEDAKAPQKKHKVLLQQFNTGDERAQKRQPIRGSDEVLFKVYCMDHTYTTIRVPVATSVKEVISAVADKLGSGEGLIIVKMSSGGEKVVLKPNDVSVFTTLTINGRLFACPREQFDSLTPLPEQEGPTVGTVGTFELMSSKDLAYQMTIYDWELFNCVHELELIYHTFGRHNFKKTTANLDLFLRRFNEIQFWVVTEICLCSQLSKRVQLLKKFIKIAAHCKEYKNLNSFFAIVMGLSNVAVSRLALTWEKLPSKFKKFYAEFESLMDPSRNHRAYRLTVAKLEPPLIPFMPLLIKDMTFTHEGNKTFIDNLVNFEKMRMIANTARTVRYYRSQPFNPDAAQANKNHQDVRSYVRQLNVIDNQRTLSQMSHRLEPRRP
TDP-43 yeast inh – qHTS of TDP-43 Inhibitors; 410,000 tested, 1.8% active; TDP-43 expressing yeast growth rescue, BacTiter-Glo, 24 h; AID 652104, 2013; Potency, µM (doses to about 46.1 µM), inactives show top-dose growth rescue (activation), hits mostly activators; also: potency is read from the fitted curve at half-maximal effect; % of control where 0% means no effect; nearly all actives have a fitted effect of over 50% in size
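Luminescence from BacTiter-Glo reports growth of TDP-43-expressing yeast after 24 hr at 30 deg C with compound. Cells were raffinose-pregrown to mid-log, then seeded in galactose medium at OD600=0.02.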
Abeta yeast res – qHTS for compounds that reverse cellular toxicity of Amyloid beta (A-beta) peptide in yeast: Primary Screen | Potency, µM (series often up to 46.1 µM), for inactives: at the top dose growth rescue, actives largely listed as activators | 410,000 tested, 0.063% active | yeast expressing A-beta42, growth rescue, OD600, 48 h; response scale: 0% DMSO, 100% iron-clioquinol control | AID 1347071, 2019; also: potency is read from the fitted curve at half-maximal effect; nearly all actives have a fitted effect of over 55% in size
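Growth rescue measured by 600 nm absorbance after 48 h yeast culture at 30 C with compound. Values normalized between DMSO and an equimolar ferric chloride plus clioquinol control.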
D3 antag – qHTS of D3 Dopamine Receptor Antagonist: qHTS | 360,000 tested, 2.5% active | max response, negative = inhibition, % | D3R cells, DiscoveRx beta-arrestin luminescence, antagonist mode; active compounds read low | AID 652054, 2013 | D(3) dopamine receptor (Homo sapiens), P35462; in the data active = max response below about -50%; inconclusive = no clear call, values can overlap the other calls; also: % is scaled to controls: 0 for no effect and ±100 for the full control effect; mostly tested at two doses, the higher about 12 µM
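Cells expressing the human receptor were seeded at 1500 cells/well, incubated overnight at 37 degrees C in 5% CO2, then exposed to library compounds with dopamine controls for 90 minutes at 37 degrees C before luminescent detection.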
FUS suppressor – qHTS for Suppressors of FUS Proteinopathy: Primary screen using FUS-linked yeast assay; 390,000 tested, 0.24% active; S. cerevisiae FUS-expressing, growth rescue, OD600, 24 h; Potency, µM (series often up to 76.6 µM), without a hit: at the highest dose growth rescue (activation), hits mostly activators;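 also: potency is read from the fitted curve at half-maximal effect; plate controls were DMSO vehicle for no effect and reference control for full effect; nearly all actives have a fitted effect of over 55% in size; some results filed as inactive show a strong effect at the top dose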
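Compound concentration series was pinned onto galactose-induced FUS-expressing yeast seeded at OD 0.005. Plates sat 24hr at 30C; absorbance at 600 nm gave growth. DMSO served as background control.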
EPAC2 agonist – qHTS for Agonist of cAMP-regulated guanine nucleotide exchange factor 4 (EPAC2): primary screen | Rap guanine nucleotide exchange factor 4 (Homo sapiens), Q8WZA2 | EPAC2 activation, biochemical qHTS; response scale: 100% = 6.5 mM cAMP response | Potency, µM (highest dose often 154 µM), without a hit: top-dose activation, most hits filed as activators | 360,000 tested, 0.079% active; also: potency is read from the fitted curve at half-maximal effect; nearly all actives have a fitted effect of over 50% in size
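Compounds were added across a concentration range to EPAC2 (100 nM), RAP1B-BODIPY-GDP (250 nM) and GDP (50 uM). After 5 min at room temperature, fluorescence was recorded at 5-min intervals for 30 min.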
* marks the source's active call; other numbers are inactive results; u = inconclusive; x = not tested or not shown; [ ] = another dose, or the depositor's remark. Unless noted, calls follow the shape of the dose curve; as a rule, active = well fitted curve in the direction sought with a large enough effect; inconclusive = small, poorly fitted or top-dose-only effect, or another doubt; inactive = no such curve, though single readings can be large; an effect the other way counts as inactive or inconclusive.

No.	molecule	Abeta yeast res	D3 antag	EPAC2 agonist	TDP-43 yeast inh	aSyn yeast inh	EPAC2 antagonist	DRD3 agonist	FUS suppressor
1	CCOc1cc(CN2CCCC(C(=O)c3cccc(C(F)(F)F)c3)C2)ccc1O (stereo not given)	-3%	-70*	20%	5%	-7%	-11%	-16	13%
2	CC(=O)Nc1ccc(S(=O)(=O)Nc2nnc(C3CCCCC3)s2)cc1	15%	-10	-5%	10%	6%	2%	0	12%
3	COc1ccccc1NC(=O)COc1ccc(C(=O)OCC(=O)NC(C)(C)C)cc1OC	3%	6	-15%	14%	5%	-3%	4	14%
4	CCCn1c(SCC(=O)N2CCN(c3ccc(OC)cc3)CC2)nc2c1c(=O)n(C)c(=O)n2C	-2%	5	5%	-20%	1%	4%	10	29%
5	CC(=O)Nc1ccccc1OCC(=O)NC(C)c1ccccc1 (stereo not given)	-12%	-1	11%	-5%	-2%	-6%[57.1 µM]	1	20%
6	CN1C(=O)N(CC(=O)Nc2ccc3c(c2)OCO3)C(=O)C12CCCCC2	-1%	-14	7%	26%	-8%	4%	-2	11%
7	CCOC(=O)CNC(=O)CSc1nnc(Cn2c(=O)sc3ccccc32)n1-c1ccccc1C	-20%	12	-2%	0%	-1%	7%	-13	26%
8	Cc1cc(/C=C2\SC(=O)NC2=O)c(C)n1-c1ccc(N2CCOCC2)cc1	-11%	0	-8%	-6%	-7%	-2%	4	8%
9	CC1(C(=O)O)CCN1C(=O)c1cccc(OC(F)(F)F)c1 (stereo not given)	-14%	16	1%	14%	10%	-12%	4	-27%
10	O=C(C[n+]1ccccc1)N/N=C/c1ccccc1C(F)(F)F	3%	0	5%	u	u	0%	2	11%
11	CN1C(=O)C2(c3ccccc31)N(c1ccc(F)c(Cl)c1)C(=O)CS2(=O)=O (stereo not given)	2%	x	x	24%	3%	x	5	32%
12	O=C1c2ccccc2C(c2nnnn2-c2ccc3c(c2)OCCO3)N1Cc1cccs1 (stereo not given)	3%	-18	1%	13%	-1%	-3%	-5	22%
13	CCc1ccc(OCC(=O)Nc2ccc(-c3cc4ccccc4oc3=O)c(OC)c2)cc1	1%	86	-3%	-10%	-1%	-23%	10	x
14	CCn1c(SCc2nc3ccccc3s2)nc2cc(S(=O)(=O)N3CCOCC3)ccc21	-10%	-20	17%	-6%	7%	1%	-5	25%
15	O=C(c1ccncc1)N1N=C(c2ccc(Cl)cc2)CC1c1ccccc1O (stereo not given)	2%	-1	11%	24%	12%	-7%	-7	30%
16	CN1CCC(NC(=O)Cc2c(F)cccc2Cl)CC1	26%	-13	5%	-15%	-4%	-10%	-6	x
17	CCOC(=O)C1CCC(CNCc2ccccc2C)CC1 (stereo not given)	0%	-11	-3%	-6%	-1%	1%	0	5%
18	O=[N+]([O-])c1cccc(N=NNc2cccc([N+](=O)[O-])c2)c1	-9%	u	17%	15%	-7%	7%	-10	-11%
19	Cc1ccc(/C=N\NC(=O)Cc2noc3ccccc23)cc1	-13%	52	13%	-9%	8%	5%	2	12%
20	CCSc1nnc(NC(=O)c2nc(-c3ccccc3)n(-c3ccccc3)n2)s1	21%	-12	-2%	24%[9.22 µM]	u	6%	0	55%
21	COc1ccc(/C=C(\NC(=O)c2ccc(OC)cc2)C(=O)Nc2ccc(C(=O)O)cc2)cc1	-5%	5	5%	-3%	-1%	4%	8	10%
22	CC(C)Cn1c(C23CC4CC(CC(C4)C2)C3)n[nH]c1=S	u	-19	3%	9%	-1%	-4%	-9	-9%
23	Cc1ccc(-c2nc(CS(=O)CC(=O)NCc3ccccn3)c(C)o2)cc1 (stereo not given)	-1%	13	8%	22%	14%	3%	4	-6%
24	C/C=C\C=C\C(=O)N1CC2(CC(c3cccc(NC(=O)CC)c3)=NO2)C[C@H]1C(N)=O (stereo not given in full)	-11%	-5	8%	7%	2%	11%	26	28%
25	O=C(N/N=C/c1oc(O)c2ccccc12)c1ccccc1	6%	9	2%	2%	1%	6%	1	-18%
26	CCOC(=O)c1cc2c(c(CCO)n1)[C@H](CCO)N(S(=O)(=O)C(C)(C)C)C2	-13%	-11	2%	-22%	-2%	14%	12	-24%
27	Cc1ccccc1NC(=O)Cc1nc(COC(=O)C(C)C)cs1	11%	-2	4%	24%	-3%	4%	2	18%
28	COc1ccccc1NS(=O)(=O)c1cc(NC(=O)c2ccccc2C)ccc1N1CCOCC1	0%	-12	14%	4%	-1%	-3%	-6	x
29	Cc1ccc(NC(=O)Cn2cccc2)cc1C	3%	7	2%	-4%	-3%	6%	-12	3%
30	COc1ccccc1Cc1nnnn1CC(=O)O	-8%	-11	11%	-19%	17%	-1%	-15	10%
31	CN(C)c1ccc(NC(=O)N2CCOCC2)cc1	-9%	u	8%	-4%	-1%	5%	7	-4%
32	O=C(COC(=O)c1ccccc1Nc1ccccc1F)c1ccccc1	-17%	-14	11%	-4%	1%	3%	-4	3%

12 compounds out of the list, arranged by length of the SMILES, smallest number first:
No.	molecule	Abeta yeast res	D3 antag	EPAC2 agonist	TDP-43 yeast inh	aSyn yeast inh	EPAC2 antagonist	DRD3 agonist	FUS suppressor
30	COc1ccccc1Cc1nnnn1CC(=O)O	-8%	-11	11%	-19%	17%	-1%	-15	10%
31	CN(C)c1ccc(NC(=O)N2CCOCC2)cc1	-9%	u	8%	-4%	-1%	5%	7	-4%
25	O=C(N/N=C/c1oc(O)c2ccccc12)c1ccccc1	6%	9	2%	2%	1%	6%	1	-18%
27	Cc1ccccc1NC(=O)Cc1nc(COC(=O)C(C)C)cs1	11%	-2	4%	24%	-3%	4%	2	18%
22	CC(C)Cn1c(C23CC4CC(CC(C4)C2)C3)n[nH]c1=S	u	-19	3%	9%	-1%	-4%	-9	-9%
23	Cc1ccc(-c2nc(CS(=O)CC(=O)NCc3ccccn3)c(C)o2)cc1 (stereo not given)	-1%	13	8%	22%	14%	3%	4	-6%
20	CCSc1nnc(NC(=O)c2nc(-c3ccccc3)n(-c3ccccc3)n2)s1	21%	-12	-2%	24%[9.22 µM]	u	6%	0	55%
18	O=[N+]([O-])c1cccc(N=NNc2cccc([N+](=O)[O-])c2)c1	-9%	u	17%	15%	-7%	7%	-10	-11%
28	COc1ccccc1NS(=O)(=O)c1cc(NC(=O)c2ccccc2C)ccc1N1CCOCC1	0%	-12	14%	4%	-1%	-3%	-6	x
26	CCOC(=O)c1cc2c(c(CCO)n1)[C@H](CCO)N(S(=O)(=O)C(C)(C)C)C2	-13%	-11	2%	-22%	-2%	14%	12	-24%
21	COc1ccc(/C=C(\NC(=O)c2ccc(OC)cc2)C(=O)Nc2ccc(C(=O)O)cc2)cc1	-5%	5	5%	-3%	-1%	4%	8	10%
24	C/C=C\C=C\C(=O)N1CC2(CC(c3cccc(NC(=O)CC)c3)=NO2)C[C@H]1C(N)=O (stereo not given in full)	-11%	-5	8%	7%	2%	11%	26	28%

The listing continues:
No.	molecule	Abeta yeast res	D3 antag	EPAC2 agonist	TDP-43 yeast inh	aSyn yeast inh	EPAC2 antagonist	DRD3 agonist	FUS suppressor
33	COCCN1C(=O)CSCC1(C)C(=O)Nc1ccc2c(c1)OCCO2 (stereo not given)	-6%	-2	0%	8%	22%	1%	-7	-2%
34	O=C(Cc1c(F)c(F)c(F)c(F)c1F)OC12CC3CC(C1)C(=O)C(C3)C2	9%	-11	2%	-5%	-1%	1%	0	8%
35	Cc1nn2c(NCc3ccccn3)cc(C(C)(C)C)nc2c1-c1ccccc1	-23%	u	-6%	u	-8%	-16%	-20	u
36	O=C(NCc1ccc2c(c1)OCO2)c1cccnc1Cl	-1%	18	2%	3%	3%	4%	0	-24%
37	Cc1c(NC(=O)COC(=O)c2ccccc2O)c(=O)n(-c2ccccc2)n1C	2%	-12	5%	10%	1%	19%	-2	-38%
38	CC(=O)c1ccc(N2CCN(c3ccnc4cc(Cl)ccc34)CC2)cc1	-1%	15	3%	-18%	2%	7%	12	12%
39	COc1cc(SC#N)ccc1N=Cc1c(C)[nH]n(-c2ccc(Cl)cc2)c1=O	-3%	-24	-3%	5%	-5%	7%	2	-9%
40	O=C(Cc1ccc(-n2c(=O)c3sccc3n(CC(=O)Nc3ccccc3)c2=O)cc1)NCc1ccco1	-16%	-29	0%	-11%	-2%	5%	9	31%
41	CCCCCOC(=O)c1ccc(N2C(=O)C3C4C=CC(C4)C3C2=O)cc1 (stereo not given)	-20%	2	9%	14%	-4%	-11%	0	7%
42	CN(Cc1ccccc1)C(=O)c1[nH]cnc1C(=O)Nc1ccccc1	4%	-18	14%	u	-5%	-8%	-7	-7%
43	CC(=O)NC(C)C(=O)OCc1ccc(Cl)cc1Cl (stereo not given)	24%	5	-83%[15.6 µM]	11%	-16%	-7%	3	-21%
44	COc1ccc(N(CC(=O)NCc2ccco2)C(=O)CCC(=O)Nc2nccs2)cc1	4%	-5	1%	-6%	2%	-9%	-5	10%
45	N#CCCSCc1ccc(C(=O)O)o1	-6%	-7	14%	-12%	-12%	-2%	-6	-7%
46	Cc1cc(C)n(C(=O)c2ccc(S(=O)(=O)N3CCCC3)cc2)n1	13%	16	-1%	12%	-6%	13%	-2	-24%
47	Cc1ccccc1OCC(=O)Nc1ccc(S(=O)(=O)Nc2ccccn2)cc1	11%	-20	8%	13%	-7%	-1%	1	x
48	CN(C)/C=N/C(=S)Nc1ccccc1	23%	10	6%	13%[9.22 µM]	1%	9%	2	-6%
49	CCNc1nc(NC(C)(C)C)nc(N2CCCC2)n1	-7%	-18	-12%	1%	-1%	-1%	5	20%
50	CN(CC(=O)Nc1ccc(F)c(F)c1F)C(=O)c1ccc2c(c1)S(=O)(=O)N=C1CCCCCN12	-1%	0	6%	-24%	1%	-3%	-4	22%

Some of the compounds tested; count on the stated rates, not on these rows.
